LRH-1 inv ag: suppresses constitutive activity of human LRH-1. HEK293T StAR-luciferase reporter, LRH-1 transfected, 24 h. O00482. inhibition, % at 3.6 µM. 0.13% of 360,000 active;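 active means inhibition above the mean inhibition of all tested compounds plus 3 SD, cut at about 73% in these data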;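 further: 0% = DMSO wells and 100% = reporter-only cells lacking LRH-1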
EBV LMP1 NFkB: inhibitors of Epstein-Barr LMP1-induced NF-kappaB reporter; LMP1-induced NF-kappaB luciferase reporter cells, luminescence; inhibition, % at 12.5 µM; 0.69% of 350,000 active; AID 504558; in the data active means inhibition above about 41%;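 further: 0% = neutral control wells and 100% = reference inhibitor control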
NCOA3 inh: inhibits human SRC3 coactivator | HEK293 GAL4-SRC3 luciferase reporter, luminescence | AID 588352 | Q9Y6Q9 | 0.17% of 360,000 active | inhibition, % at 3.6 µM;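 active means inhibition above a per-campaign cutoff, the mean of all compounds plus 3 SD, cut at about 60% in these data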;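 further: 0% = DMSO-treated cells and 100% = gossypol-treated cells at 36 µM; higher means less SRC3-driven luciferase light from the GAL4 reporter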
MC4R ag barr: activates human MC4R beta-arrestin recruitment; P32245; U2OS MC4R beta-arrestin complementation, luminescence; percent of melanotan II response, DMSO zero; activation, % at 8.9 µM; 0.98% of 360,000 active; AID 540308;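 active means activation above a per-plate cutoff, the mean activation of sample wells on that plate plus 3 SD, cut at about 8% in these data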
COUP-TFII inh: inhibitors of human COUP-TFII (NR2F2); HEK293T NGFI-A luciferase reporter, luminescence; inhibition, % at 8.6 µM; AID 686940; 0.7% of 370,000 active; P24468;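 active means inhibition above a per-plate cutoff, mean inhibition of test wells between control levels plus 3 SD, cut at about 38% in these data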;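 further: cells cotransfected with COUP-TFII expression vector driving the NGFI-A reporter; 0% = median of COUP-TF2 test wells and 100% = reporter-only cells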
Target sequence (P24468 whole entry, looked up): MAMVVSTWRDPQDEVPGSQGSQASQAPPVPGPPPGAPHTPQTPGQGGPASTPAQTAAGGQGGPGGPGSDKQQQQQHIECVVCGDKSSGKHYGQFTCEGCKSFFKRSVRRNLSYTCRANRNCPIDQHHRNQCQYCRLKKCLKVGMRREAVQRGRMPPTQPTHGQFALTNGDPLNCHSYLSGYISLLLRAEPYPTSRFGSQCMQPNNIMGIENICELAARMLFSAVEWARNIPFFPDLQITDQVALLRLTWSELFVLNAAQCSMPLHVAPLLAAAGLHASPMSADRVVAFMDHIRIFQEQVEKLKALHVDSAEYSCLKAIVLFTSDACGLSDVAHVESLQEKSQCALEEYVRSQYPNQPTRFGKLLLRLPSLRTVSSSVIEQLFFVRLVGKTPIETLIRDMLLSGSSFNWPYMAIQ
ABHD5 PLIN5 PPI: blocks binding of human ABHD5 to perilipin-5; Split G. princeps luciferase complementation, luminescence, 4 h; inhibition, % at 4 µM; 0.78% of 360,000 active;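 active means inhibition above the mean inhibition across every tested compound plus 3 SD, cut at about 22% in these data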;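 further: 0% = DMSO only wells and the 100% control is not disclosed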
NOD2 RIPK2 PPI: blocks binding of human NOD2 to RIPK2 | O43353 | CHO BLA complementation NOD2-RIPK2, CCF4 ratio | inhibition, % at 4.98 µM | 0.38% of 360,000 active | AID 624267; in the data active means inhibition above about 21%;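 further: 0% = vehicle only and 100% = reference blocker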
Target sequence (O43353 whole entry, looked up): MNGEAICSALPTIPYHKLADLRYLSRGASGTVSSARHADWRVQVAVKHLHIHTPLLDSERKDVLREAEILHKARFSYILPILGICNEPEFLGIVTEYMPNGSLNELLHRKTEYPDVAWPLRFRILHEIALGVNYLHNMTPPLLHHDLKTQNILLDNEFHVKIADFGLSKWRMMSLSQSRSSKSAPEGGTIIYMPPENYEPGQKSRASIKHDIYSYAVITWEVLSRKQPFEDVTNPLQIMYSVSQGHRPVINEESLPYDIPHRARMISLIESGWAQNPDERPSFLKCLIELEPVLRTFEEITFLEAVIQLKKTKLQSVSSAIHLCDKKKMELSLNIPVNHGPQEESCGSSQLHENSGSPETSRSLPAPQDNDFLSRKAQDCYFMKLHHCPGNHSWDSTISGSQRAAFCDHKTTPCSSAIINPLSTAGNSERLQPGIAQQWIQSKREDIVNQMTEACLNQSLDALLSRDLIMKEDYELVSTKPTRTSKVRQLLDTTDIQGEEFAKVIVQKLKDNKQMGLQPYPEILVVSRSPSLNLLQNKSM
SRC1 inh: human NCOA1 inhibition; HEK293 GAL4-SRC1 luciferase reporter, luminescence; inhibition, % at 3.6 µM; 0.12% of 360,000 active; AID 588354;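 active means inhibition above the campaign mean plus 3 SD, with each screening campaign given its own cutoff, cut at about 60% in these data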;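 further: 0% = DMSO treated cells and 100% = gossypol at 36 µM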
TLR9-MyD88 block: inhibitors of human TLR9-MyD88 binding; 0.21% of 340,000 active; Q9NR96+Q99836; AID 504734; inhibition, % at 4.98 µM; CHO BLA complementation TLR9-MyD88, CCF4 FRET ratio;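 active means inhibition above the mean over all tested compounds plus 3 SD, cut at about 21% in these data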;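 further: 0% = DMSO only wells and 100% = clavulanate BLA inhibitor control wells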
MC4R antagonist: human MC4R antagonism in cAMP assay; AID 540295; P32245; 0.48% of 360,000 active; MC4R-expressing cells, MTII-stimulated cAMP, LANCE TR-FRET; inhibition, % at 6.5 µM;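 active means inhibition above its plate's cutoff, the mean of tested wells on that plate plus 3 SD, cut at about 29% in these data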;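 further: 0% = Melanotan II alone and 100% = Melanotan II plus saturating MCL0020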
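Assay system: U2OS cells stably expressing human melanocortin 4 receptor (MC4R) / Dosing: 6.5 µM / Timing: compound 30 min, challenge 1 h, detection 1 h / Measured by: Eu-cAMP/anti-cAMP TR-FRET, emission 671 nm / Replicates: singlicate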
NCOA2 inhibitor: human SRC2 (NCOA2) inhibition. HEK293 GAL4-SRC2 luciferase reporter, luminescence. inhibition, % at 9 µM. Q15596. 0.17% of 370,000 active;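 active means inhibition above the mean inhibition of all tested compounds plus 3 SD, set per campaign, cut at about 52% in these data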;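 further: 0% = DMSO treated cells and 100% = cells given Gossypol at 36 µM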
An asterisk follows results filed as active; / = not tested or not shown.

SMILES	LRH-1 inv ag	EBV LMP1 NFkB	NCOA3 inh	MC4R ag barr	COUP-TFII inh	ABHD5 PLIN5 PPI	NOD2 RIPK2 PPI	SRC1 inh	TLR9-MyD88 block	MC4R antagonist	NCOA2 inhibitor
CN(C)c1ccc(C(CNC(=O)c2ccccc2F)c2c[nH]c3ccccc23)cc1 (stereo not given)	3	-6	-3	-1.2	-13	-3	1	-22	4	1	5
Cc1occc1C(=O)NC1CCCCCCC1	-43	-14	-35	0.1	-18	-1	-12	-35	-5	9	-18
COc1ccccc1NC(=O)NC1(C(=O)N2CCC(C)CC2)CCCCC1	4	-8	18	-0.4	-33	2	0	13	-8	3	-14
COc1cccc(/C(O)=C2/C(=O)C(=O)N(CCN3CCOCC3)C2c2cccs2)c1 (stereo not given)	-4	0	-3	0.8	-6	-1	4	-12	0	3	-26
CCC1CCCCN1C(=S)Nc1ccc(OC(F)F)cc1 (stereo not given)	6	4	-8	0.9	12	-2	-3	-10	-3	13	6
NC(=O)C1CC(=O)N(CCc2ccc(F)cc2)C1 (stereo not given)	2	-7	-4	-1.4	-10	-14	-1	-11	1	3	5
c1ccc(Oc2nc(Oc3ccccc3)nc(N3CCOCC3)n2)cc1	-8	-12	8	-2.1	7	0	-3	-3	9	-1	14
COc1ccccc1C(=O)COC(=O)CCCN=C1NS(=O)(=O)c2ccccc21	7	7	15	-3.5	0	-5	0	-11	3	-1	-1
CCOC(=O)c1cnc2c(Cl)c(Cl)ccc2c1NCCN1CCOCC1	1	-1	-13	0.3	5	1	5	-24	4	18	-21
Cc1ccc(N(CC(=O)NCc2ccc(F)cc2)S(=O)(=O)c2c(C)nn(C)c2C)cc1	-19	-10	9	2.7	-8	1	9	-19	-7	21	-6
CC(C)CCNC(=O)c1cc([N+](=O)[O-])ccc1N1CCOCC1	4	4	5	-1.7	-1	1	-9	1	3	9	12
Cc1ccc(OCCC(=O)OCC(=O)NC2CCCCC2)cc1	22	8	9	-0.2	10	-5	4	-10	-5	11	-48
COc1ccc(/C=C/C(=O)Nc2sc(Cc3ccccc3)c(C)c2C(N)=O)cc1	-17	9	12	25*	7	13	-4	0	3	-6	-31
O=C(CSc1ncccc1-c1nc2ccccc2[nH]1)NCc1ccco1	-16	-1	3	0.8	-9	22	-4	3	-5	17	-19
Cc1cccc(NC(=O)CCS(=O)(=O)c2cccc3nsnc23)c1C	16	-6	-18	-1.0	-14	0	-11	-2	-4	6	-3

Reprinted from the results shown, 3 compounds:
SMILES	LRH-1 inv ag	EBV LMP1 NFkB	NCOA3 inh	MC4R ag barr	COUP-TFII inh	ABHD5 PLIN5 PPI	NOD2 RIPK2 PPI	SRC1 inh	TLR9-MyD88 block	MC4R antagonist	NCOA2 inhibitor
COc1ccc(/C=C/C(=O)Nc2sc(Cc3ccccc3)c(C)c2C(N)=O)cc1	-17	9	12	25*	7	13	-4	0	3	-6	-31
O=C(CSc1ncccc1-c1nc2ccccc2[nH]1)NCc1ccco1	-16	-1	3	0.8	-9	22	-4	3	-5	17	-19
Cc1cccc(NC(=O)CCS(=O)(=O)c2cccc3nsnc23)c1C	16	-6	-18	-1.0	-14	0	-11	-2	-4	6	-3

(further entries)
SMILES	LRH-1 inv ag	EBV LMP1 NFkB	NCOA3 inh	MC4R ag barr	COUP-TFII inh	ABHD5 PLIN5 PPI	NOD2 RIPK2 PPI	SRC1 inh	TLR9-MyD88 block	MC4R antagonist	NCOA2 inhibitor
CCN(CC)CCNC(=O)C1(O)c2cc(Br)ccc2NC(=O)N1c1ccc(Cl)cc1 (stereo not given)	15	-1	7	-1.3	18	-3	8	14	4	4	-3
Cc1cccc(-c2nc3c(c(SCC(=O)N4CCCC4)n2)COC(C)(C)C3)c1	-6	2	-2	1.2	-3	6	-1	11	-14	8	3
C=CCOc1cccc(C2C(C(=O)c3ccco3)=C(O)C(=O)N2CCN2CCOCC2)c1 (stereo not given)	4	-3	-8	-1.8	-5	-3	-2	2	4	-5	-32
COc1ccc(NC(=O)C(OC)c2ccccc2)cc1Cl (stereo not given)	16	-10	1	0.8	0	-3	-16	10	-5	4	-3
Cc1ccc(C(=O)Oc2csc(=S)n2C(=O)c2ccc(C)cc2)cc1	15	-2	7	-1.4	-5	-10	-4	-1	-3	5	10
COc1cc(NC(=O)c2cc(OC)c(OC)c(OC)c2)c2ncccc2c1	0	19	3	2.7	12	14	-12	13	-8	5	-24
C=CCC(=O)N(CC)CC1CCCN(CCc2cccc(F)c2)C1 (stereo not given)	20	-4	-5	-1.7	5	2	-1	9	-4	13	4
CC(C(=O)Nc1cccnc1)N1C(=O)C2C3C=CC(C3)C2C1=O (stereo not given)	4	-9	9	-1.8	-10	0	3	-21	-17	0	-21
CCOC(=O)C1CCCN(C(=O)Cn2nc(Cc3cccnc3)c3ccccc3c2=O)C1 (stereo not given)	-10	-9	9	-0.8	-2	8	-10	-32	-5	12	8
COC(=O)[C@]12CCCCC=C1N(Cc1ccccc1)C(=O)[C@H](CC(=O)N1CCCC1)C2	30	/	/	/	14	1	1	/	/	/	-1
O=C(CNC(=O)c1ccccc1F)OCc1nc2ccc(Cl)cc2n1CCO	-5	0	4	-2.0	9	-2	-13	4	2	1	-16
C(=C\c1ccccc1)/CSc1nnc(-c2cnccn2)n1Cc1ccco1	-4	-7	-1	-0.6	5	37*	-4	1	-4	0	-7
CCN(C(=O)COC(=O)/C=C/c1ccc(S(=O)(=O)N2CCc3ccccc32)cc1)C1CCS(=O)(=O)C1 (stereo not given)	-5	27	2	-0.9	-1	7	-1	3	/	2	26
Cc1nc(C)c(-c2ccc(SCc3ccc(Cl)cc3)nn2)s1	-31	-19	4	-0.4	-16	4	-5	-18	6	-3	7
CCCCN(C(=O)CCCc1nc2ccccc2c(=O)[nH]1)c1c(N)n(CC(C)C)c(=O)[nH]c1=O	-17	-5	-12	-2.4	12	-8	-13	10	4	-11	5
CC(Nc1c[nH]c(=O)[nH]c1=O)c1ccccc1 (stereo not given)	10	-3	8	0.1	10	0	3	-16	1	4	-6
CCC1Oc2ccccc2C(=O)N(CC(=O)c2ccc3c(c2)OCCO3)C1=O (stereo not given)	4	-5	-49	-0.1	-4	-3	-8	-59	-5	3	-10
Cc1c(NS(=O)(=O)c2ccc(NC3CCCC3)c([N+](=O)[O-])c2)c(=O)n(-c2ccccc2)n1C	14	4	16	0.1	-2	5	1	-5	-2	2	-3
COc1cccc(NC(=O)c2nn(C)c3c2CS(=O)(=O)c2ccccc2-3)c1	-13	10	5	0.8	1	-4	0	7	-1	6	-8
COCC(=O)n1nc(NCc2ccc(OC)cc2)nc1NCc1ccc(OC)cc1	19	5	-13	-1.4	5	3	-3	-5	-2	3	11
CC(C)(C)NS(=O)(=O)c1ccc(CCC(=O)N2CCOCC2)cc1	-1	-2	3	0.1	-10	-4	-6	-2	5	13	19
C[C@H](NC(=O)c1[nH]cnc1C(=O)N[C@@H](C)CO)c1ccccc1	4	-3	-1	-0.6	-5	-5	-2	-7	4	15	-24
Cc1ccc(C)c2c1N(Cc1ccccc1)C(=O)C21OCCO1	8	-23	3	1.8	9	-1	3	7	4	1	-6
CCOC(=O)c1nnn(-c2nonc2NC(C)=O)c1C	10	3	15	1.6	-6	8	-10	2	-1	-8	-7
COc1cccc(C2CC(c3cccc(Br)c3)n3ncnc3N2)c1 (stereo not given)	9	2	-4	0.7	-27	2	17	16	-10	4	-8
Cc1ccc(CNS(=O)(=O)NCc2cccs2)cc1	0	1	7	-1.6	2	-1	-2	0	-4	6	-35
Cc1c(Br)cc(C(=O)NCCCN2CCOCC2)c(C)c1C	-7	5	10	-2.7	2	-8	1	-12	1	2	-7
CC1(C)CC(=O)C(N=Nc2ccc(C(F)(F)F)cc2[N+](=O)[O-])=C(O)C1	18	9	14	-0.4	11	-1	-10	12	/	6	-3
COCCn1c(=O)c2c(nc3n2CCCN3CCc2ccccc2)n(C)c1=O	5	-6	-1	-0.5	1	6	-1	16	-5	-1	2
Cc1cc(=O)n2nc(N3CCCC(C(=O)NCc4ccc5c(c4)OCO5)C3)sc2n1 (stereo not given)	7	-2	8	0.8	1	3	-5	4	0	7	10
O=S(=O)(NCCCc1ccccc1)c1cccc2nsnc12	-3	2	5	4.4	5	1	19	10	-13	-5	-1
COc1ccc(C(=O)Nc2ccc(N3CCN(C)CC3)cc2)cc1	-39	-24	-70	-1.4	-21	-5	2	-51	2	-3	-35
CCOC(=O)C1CCCN(Cc2nc(N)nc(Nc3ccccc3)n2)C1 (stereo not given)	9	1	5	0.1	27	0	-10	6	-1	18	9
COC12CC(=O)C(C(C)=O)=C(O)C1(C)c1c(O)c(C)c(O)c(C(C)=O)c1O2 (stereo not given)	6	/	-5	2.3	8	-3	-15	19	/	3	16
c1ccc(CN2CCN(c3nc(-c4ccccc4)nc(-n4ccnc4)n3)CC2)cc1	10	2	9	-2.3	/	9	-2	-2	-8	11	/
CC(C)=C1CCC(C)CC1=NNC(N)=S (stereo not given)	1	-2	-2	-1.0	-1	-16	-17	0	-1	-3	13
Fc1ccc(N2CCN(C(=S)NCc3ccco3)CC2)cc1	-6	8	13	-0.4	7	1	-11	7	-6	4	9
CCOCCn1c(N2CCN(c3ccc(OC)cc3)CC2)nc2c1c(=O)[nH]c(=O)n2C	5	-2	14	-2.2	13	-6	3	7	12	-3	0
O=C(OCc1nc2ccsc2c(=O)[nH]1)c1ccc(Cl)s1	4	3	9	-1.4	-3	4	7	-7	0	19	-28
CS(=O)(=O)NNC(=O)Cn1nnc(-c2ccc(OCc3ccccc3Cl)cc2)n1	-41	-5	-13	0.6	0	0	5	-31	-7	4	-18
O=C(CS(=O)CC(=O)Nc1cccc2c1CCCC2)Nc1ccc(F)cc1 (stereo not given)	-10	-3	4	-2.6	13	-3	-5	-24	-3	3	-20
Cn1c2ccccc2c(=O)c2c(=O)n(-c3ccccc3)c(C3CCCCC3)nc21	-9	1	12	-0.1	11	4	-11	4	11	8	1
CC1=CC(C)(C)N(S(=O)(=O)c2ccc(F)cc2)c2ccc(C)cc21	21	6	9	-1.8	7	-10	-6	2	-4	-14	1
O=C(CNCc1ccccc1Cl)Nc1ccccc1N1CCCCC1	-2	-21	5	0.5	-19	-1	-3	-5	-7	-3	14
CCOC(=O)CN(C(=O)CSc1nnc(-c2ccc(OC)c(OC)c2)o1)c1ccc(F)cc1	5	-1	-11	-1.7	5	-1	0	-3	3	1	21
C=CCOc1ccc(Oc2cc(C)nc(SC)n2)nn1	1	0	10	-0.6	0	1	-2	-3	3	-4	9
N#Cc1c(Cl)nsc1NC(=O)c1ccccc1	-11	2	12	1.5	15	-1	-4	-8	1	4	9
O=[N+]([O-])c1ccc2c(OCc3nnc(-c4ccccc4Br)o3)ncnc2c1	0	-4	-2	-2.9	-20	5	1	10	5	5	5
CCCCCn1nnnc1-c1nc2cc(C)c(C)cc2[nH]c1=O	8	/	/	/	-12	1	-8	/	/	/	-4

Assay outcomes from PubChem BioAssay.

An excerpt, so the mix of outcomes need not match the whole.
